From PubChem
DT40 TDP1 no CPT = qHTS for Inhibitors of human tyrosyl-DNA phosphodiesterase 1 (TDP1): qHTS in cells in absence of CPT; Potency, µM (series often up to 46.2 µM), for inactives: at the top dose activity change, negative = growth inhibition, usual class: inhibitors; 420,000 compounds, 15% hits; DT40 Tdp1-/- hTDP1 cells, no CPT, ATP luminescence, 48 h; note: nearly all actives have a fitted effect of over 55% in size
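DT40 Tdp1-/-;hTDP1 cells, no CPT (DMSO vehicle only), 400 cells/well; compounds pin-transferred; ≥48 hr, 37 °C; CellTiter-Glo 30 min RT dark, luminescence read.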
TDP1 inh = TDP1 (human) enzyme inhibition | Q9NUW8 | recombinant TDP1, AlphaScreen DNA substrate cleavage | Potency, µM (doses to about 130 µM), for the others: at the top dose activity change, negative = inhibition, actives largely listed as inhibitors | 350,000 compounds, 0.28% hits | AID 485290; note: nearly all actives have a fitted effect of over 40% in size
Target sequence (Q9NUW8 whole entry, looked up): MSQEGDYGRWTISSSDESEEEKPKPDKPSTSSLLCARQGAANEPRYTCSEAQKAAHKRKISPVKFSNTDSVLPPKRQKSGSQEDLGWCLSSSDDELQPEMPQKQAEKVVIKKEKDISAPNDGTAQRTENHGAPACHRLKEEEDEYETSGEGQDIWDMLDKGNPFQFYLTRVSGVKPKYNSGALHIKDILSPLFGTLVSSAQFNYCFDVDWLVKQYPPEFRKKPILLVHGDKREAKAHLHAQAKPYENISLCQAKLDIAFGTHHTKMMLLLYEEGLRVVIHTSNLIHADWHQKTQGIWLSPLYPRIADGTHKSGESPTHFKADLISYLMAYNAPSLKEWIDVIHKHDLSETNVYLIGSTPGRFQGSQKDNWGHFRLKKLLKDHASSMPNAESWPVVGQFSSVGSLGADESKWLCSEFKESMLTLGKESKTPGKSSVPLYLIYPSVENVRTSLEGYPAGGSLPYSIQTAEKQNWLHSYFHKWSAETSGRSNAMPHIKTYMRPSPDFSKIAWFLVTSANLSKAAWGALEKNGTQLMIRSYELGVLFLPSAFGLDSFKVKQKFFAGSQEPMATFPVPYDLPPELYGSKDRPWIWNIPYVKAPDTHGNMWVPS
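Enzyme-compound mixtures sat 15 min at room temperature, followed by a 5 min reaction with 15 nM final substrate and 10 min with AlphaScreen beads. Recombinant human Tdp1 was used at 1 nM final.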
KAT2A inh = blocks human GCN5L2 histone acetyltransferase; GCN5L2 HAT assay, ThioGlo1 CoA-SH fluorescence; Potency, µM (series often up to 58.9 µM), without a hit: top-dose activity change, negative = inhibition, hits mostly inhibitors; 390,000 compounds, 0.21% hits; AID 504327
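Titration-based screen in which CoA formation is detected via maleimide probe ThioGlo1 (50uM) turning fluorescent on thiol reaction; substrates H3(1-25) 75uM and acetyl-CoA 70uM, GCN5L2 20nM, 20 min incubation at room temperature.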
* = called active by the depositor; ? = inconclusive; . = no result given; & = joins results of further samples; [ ] = dose if it differs, or a comment. Calls come from the whole dose curve; as a rule, active = well fitted curve in the direction sought with a large enough effect; inconclusive = small, poorly fitted or top-dose-only effect, or another doubt; inactive = no such curve, though single readings can be large; an effect the other way counts as inactive or inconclusive. % is set by controls: 0 for no effect and ±100 for the full control effect; potency is the fitted concentration of half-maximal effect. The list is partial, so the mix of outcomes need not match the whole.

SMILES	DT40 TDP1 no CPT	TDP1 inh	KAT2A inh
COc1ccc(-c2cn3nc(N4CCCC(C(=O)Nc5cccc(Cl)c5C)C4)sc3n2)cc1 (stereo unspecified)	21µM*	2%	-5%
CC(C)(C)NC(=O)COC(=O)c1ccccc1C(=O)c1ccccc1	-2%	4%	-5%
Cc1cc[n+](-c2[nH]c(=O)sc2/C=N/NC([S-])=Nc2ccccc2)cc1	-11%	-9%	-19%
NC(=O)c1cc(S(=O)(=O)NC2CCCCC2)co1	-25%	-2%	2%
CC1CCC2(CC1)NC(=O)N(CC(=O)c1cn(CCC#N)c3ccccc13)C2=O (stereo unspecified)	3%	3%	-1%
CC(C)(C)C(=O)N1CCN(c2ncnc3scc(-c4ccccc4)c23)CC1	?	.	13%
CC(=O)N1CCC[C@@]2(CCN(c3ccncc3)C2)C1	-4%	.	3%
CCCc1nc2ccccc2n1Cc1ccccc1OC	?	4%	-20%
CCc1ccccc1N(CC(=O)N1CCCCC1)S(=O)(=O)c1ccccc1	?	6%	-3%
O=C(Nc1ccc(C(=O)O)cc1)/C(=C/c1ccc2c(c1)OCO2)NC(=O)c1cccc(Br)c1	-9%	-2%	-1%
CCOc1ccc(Cc2nnc(N)s2)cc1OCC	5%	2%	-18%
Cn1c2c(c(=O)n(C)c1=O)CN(CC1CCCO1)CN2 (stereo unspecified)	-20%	5%	-6%
S=c1[nH]cc(-c2ccc(Cl)cc2)n1Cc1ccccc1	19%	8%	-3%
CCOc1ccc(OCCC(=O)N(CCC2=CCCCC2)c2c(N)n(Cc3ccccc3)c(=O)[nH]c2=O)cc1	?	4%	-1%
CCCCN(CC)CCNC(=O)Cn1cnc2sc(C)c(S(=O)(=O)N3CCC(C)CC3)c2c1=O	-9%&1%	3%&0%	1%&-3%
CCCCN(CCCC)CCNC(=O)CN1C(=O)CSc2ccc(S(=O)(=O)N3CCCCC3)cc21	?	0%&3%	-17%&-1%
CCOC(=O)CCNc1n[nH]c(=O)[nH]c1=O	0%	2%	-3%
COc1ccccc1NC(=O)C1=C(C)Nc2nc(SCc3ccccc3)nn2C1c1ccncc1 (stereo unspecified)	?	3%	-5%
Cc1ccc(-c2nnc(NCc3nc4ccccc4[nH]3)c3ccccc23)cc1S(=O)(=O)N1CCCCC1	16µM*	5%	5%
CCCC[C@@H]1CNC(=O)C(=O)N1CCc1cc(C(F)(F)F)cc(C(F)(F)F)c1	?	4%	-4%
C=CCn1c(N)c(S(=O)(=O)c2cccs2)c2nc3ccccc3nc21	-20%	-2%	?
O=C(Nc1ccc(F)cc1F)c1ccc2c(c1)OCCO2	-9%	.	-3%
COc1ccc(C(=O)NCC(=O)N/N=C/C=C/c2ccccc2)cc1OC	27%	4%	-12%
Cc1nc(S(=O)(=O)Nc2ccccc2C(=O)NCC2CC2)cn1C	7%	1%	-10%
CN(C)C1=NCCN1CC1CCCCCC1	?	-11%	1%
COc1ccc(Nc2nc(N)nc(CN3CCC(C)CC3)n2)cc1	-6%	3%	-2%
CCCn1c(SCC(=O)NC2CCCC(C)C2C)n[nH]c1=O (stereo unspecified)	-7%	0%	-1%
COc1ccc(C(=O)NCCNc2nc3c(C)cccc3cc2C#N)cc1OC	-21%	4%	1%
CC(C)CNC(=O)c1c(-c2ccccc2)c(-c2ccccc2)nn(C)c1=O	?	0%	-3%
CC1(C)CC(=O)C(CS(=O)(=O)c2ccccc2)=C(O)C1	22%	0%	2%
COc1ccc(-c2ccc([C@H]3[C@H]4C=CC[C@@H](C)[C@@H]4C(=O)N3Cc3ccccc3)c(F)c2)cc1OC	16µM*	2%	-14%
O=C(CSc1nnc2ccccn12)Nc1ccccc1C(=O)O	-1%	-2%	-3%
Cc1ccc(CNc2nc3ccccc3n2C)o1	-10%	5%	-8%
CC1CCc2sc(C(=O)NCC(C)(C)N3CCOCC3)cc2C1 (stereo unspecified)	?	-5%	-1%
Cc1ccc(Cn2c(CO)cnc2SCC(=O)Nc2ccc(C)c(Cl)c2)cc1	23µM*	5%	?
CN(c1cccc(NC(=O)c2cccc([N+](=O)[O-])c2)c1)S(C)(=O)=O	-21%	-5%	-5%
CC(C)(C)S(=O)(=O)c1cnc(-c2cnccn2)nc1N	6%	0%	2%
CCOc1ccc(CC(=O)Nc2c(C(=O)c3ccc(F)cc3)oc3ccccc23)cc1OCC	?	7%	-7%
COc1ccc(NC(=O)Cn2c(=O)n(Cc3nc(C)no3)c(=O)c3cc4c(cc32)OCO4)cc1OC	-1%	6%	-11%
CC(NC(=O)COc1ccccc1)C(c1ccccc1)N1CCN(C)CC1 (stereo unspecified)	?	2%	0%
Cc1cc(C)c2c(c1)/C(=N/NS(=O)(=O)c1ccccc1)CCC2	?	0%	-8%
Cc1nc2ccccc2c(=O)n1/N=C/c1ccccc1	-9%	4%	-2%
O=C(Nc1nc2ccc(S(=O)(=O)N3CCCCC3)cc2s1)c1cccnc1	?	6%	-2%
N/C(Cc1ccc(Cl)cc1Cl)=N\OC(=O)c1cccs1	-6%	6%	-16%
Cc1cc(C)cc(NC(=O)C2CCCN2S(=O)(=O)c2cccc3nsnc23)c1 (stereo unspecified)	?	8%	1%

Entries of single compounds, quoted from the list. Order of screens: DT40 TDP1 no CPT | TDP1 inh | KAT2A inh
`O=C(CSc1nnc2ccccn12)Nc1ccccc1C(=O)O` is entered as -1% | -2% | -3%
`O=C(Nc1nc2ccc(S(=O)(=O)N3CCCCC3)cc2s1)c1cccnc1` is entered as ? | 6% | -2%

Additional records.
SMILES	DT40 TDP1 no CPT	TDP1 inh	KAT2A inh
CC(C)(C)OC(=O)N1CCC(c2c(C(=O)NCCN3CCCC3)cnn2-c2ccc(Cl)cc2)CC1	23µM*	2%	29%
O=C(O)CC1S/C(=N/N=C/C=C/c2ccccc2)NC1=O (stereo unspecified)	-9%&-1%	3%&0%	-7%&-15%
CCn1c(SCC(=O)N2CCCCCC2)nc2c(c1=O)SCC2	?	3%	-2%
NC(=O)NC(=O)CSc1cccc(C(F)(F)F)c1	-2%	0%	-4%
C[C@@H](C(=O)N1CCN(Cc2ccc3c(c2)OCO3)CC1)n1nnc2ccccc2c1=O	?	4%	?
C=CCOc1ccc(C2/C(=C(\O)c3ccc(F)cc3)C(=O)C(=O)N2CCCN(C)C)cc1 (stereo unspecified)	-5%	-4%	-4%
CCOC(=O)COn1c(=O)c(=O)n(O)c2ccccc21	-28%	-9%	1%
Cc1cc(=O)n(Cc2ccc(F)cc2Cl)c2c1c(C)nn2C	?	5%	2%
CCCCN(C)CCCNC(=O)C1CCC(CNS(=O)(=O)c2c(C)cc(C)cc2C)CC1 (stereo unspecified)	?	.	3%
CCN(CC)C(=O)Cn1cc(C(=O)C(=O)Nc2ccc3c(c2)OCCO3)c2ccccc21	23µM*	2%	-6%
CN(C(=S)Nc1ccccc1F)C1(c2ccccc2Cl)CCCCC1=O (stereo unspecified)	-7%	6%	-3%
CCCCN1CCNC[C@@H]1c1ccccc1	-5%	0%	1%
COc1cc([N+](=O)[O-])cc2cc(C(=O)NC(C)(C)C)c(=O)oc12	-2%	-8%	3%
C(=N\n1cnnc1)/c1cn(Cc2ccccc2)c2ccccc12	-22%	-2%	-3%
O=C(Cn1cnc2ccccc2c1=O)NCCC(=O)N1CCN(Cc2ccccc2)CC1	0%	2%	-3%
CCCOc1ccc(C(=O)NC(=S)Nc2nc(C)c(C(=O)N(C)C)s2)cc1	-15%	6%	-5%
Cc1ccc(NC(=O)c2onc(C)c2Cl)cc1	-15%	3%	-6%
COCCSc1nc2c(c(=O)[nH]c(=O)n2C)n1CCC(C)C	-29%	1%	-3%
CN(NC(=O)c1ccccc1Cl)c1ncc(C(F)(F)F)cc1Cl	-28%	6%	3%
CC1CCCN(CCCNC(=O)C2CCC(CNS(=O)(=O)c3cccc4nsnc34)CC2)C1 (stereo unspecified)	-10%	5%	-1%
Cc1nn(C)c(C)c1CN(C)S(=O)(=O)c1ccc(F)cc1	21µM*	1%	-7%
CCN(CC)CC(=O)Nc1nn(-c2ccccc2)nc1C(N)=O	2%	6%	27%
COc1ccc2[nH]cc(CCNC(=O)Nc3ccccc3)c2c1	-11%&-30%	8%	31%&-10%[activator]
CCOC(=O)N1CCN(Cc2c(NC(=O)c3ccco3)sc(C)c2C)CC1	?	4%	-15%
Cc1ccc(Cn2nc(-c3ccccc3)nc2-c2ccccc2)cc1	-3%	-4%	-16%
S=C(NCCc1ccccn1)Nc1ccccc1Cl	-1%	4%	-5%
COc1ccc(NC(=O)Nc2c(C)n(C)n(-c3ccccc3)c2=O)cc1	-1%	-5%	-7%
N/C(=N\N=C\c1cccc(O)c1)c1nonc1N	?	-2%	-12%
COc1ccc(-c2cc(C(=O)NNC3=NCCC3)c3c(C)nn(-c4ccccc4)c3n2)cc1	?	4%	1%
CCOC(=O)CC(NC(=O)N1CCC(CN2CCC(C)CC2)CC1)c1ccccc1 (stereo unspecified)	3%	1%	0%

Among those listed so far, 18 contain a halogen.
SMILES	DT40 TDP1 no CPT	TDP1 inh	KAT2A inh
COc1ccc(-c2cn3nc(N4CCCC(C(=O)Nc5cccc(Cl)c5C)C4)sc3n2)cc1 (stereo unspecified)	21µM*	2%	-5%
O=C(Nc1ccc(C(=O)O)cc1)/C(=C/c1ccc2c(c1)OCO2)NC(=O)c1cccc(Br)c1	-9%	-2%	-1%
S=c1[nH]cc(-c2ccc(Cl)cc2)n1Cc1ccccc1	19%	8%	-3%
CCCC[C@@H]1CNC(=O)C(=O)N1CCc1cc(C(F)(F)F)cc(C(F)(F)F)c1	?	4%	-4%
O=C(Nc1ccc(F)cc1F)c1ccc2c(c1)OCCO2	-9%	.	-3%
COc1ccc(-c2ccc([C@H]3[C@H]4C=CC[C@@H](C)[C@@H]4C(=O)N3Cc3ccccc3)c(F)c2)cc1OC	16µM*	2%	-14%
Cc1ccc(Cn2c(CO)cnc2SCC(=O)Nc2ccc(C)c(Cl)c2)cc1	23µM*	5%	?
CCOc1ccc(CC(=O)Nc2c(C(=O)c3ccc(F)cc3)oc3ccccc23)cc1OCC	?	7%	-7%
N/C(Cc1ccc(Cl)cc1Cl)=N\OC(=O)c1cccs1	-6%	6%	-16%
CC(C)(C)OC(=O)N1CCC(c2c(C(=O)NCCN3CCCC3)cnn2-c2ccc(Cl)cc2)CC1	23µM*	2%	29%
NC(=O)NC(=O)CSc1cccc(C(F)(F)F)c1	-2%	0%	-4%
C=CCOc1ccc(C2/C(=C(\O)c3ccc(F)cc3)C(=O)C(=O)N2CCCN(C)C)cc1 (stereo unspecified)	-5%	-4%	-4%
Cc1cc(=O)n(Cc2ccc(F)cc2Cl)c2c1c(C)nn2C	?	5%	2%
CN(C(=S)Nc1ccccc1F)C1(c2ccccc2Cl)CCCCC1=O (stereo unspecified)	-7%	6%	-3%
Cc1ccc(NC(=O)c2onc(C)c2Cl)cc1	-15%	3%	-6%
CN(NC(=O)c1ccccc1Cl)c1ncc(C(F)(F)F)cc1Cl	-28%	6%	3%
Cc1nn(C)c(C)c1CN(C)S(=O)(=O)c1ccc(F)cc1	21µM*	1%	-7%
S=C(NCCc1ccccn1)Nc1ccccc1Cl	-1%	4%	-5%
